Anesthetic bind: binds horse apoferritin like a general anesthetic | P02791 | apoferritin/1-aminoanthracene competitive binding, fluorescence | AID 485281 | Potency, µM (doses to about 77.5 µM), for inactives: at the highest dose activity change, negative = displacement, usual class: inhibitors | actives 0.074% (n = 350,000); further: potency means the concentration at half of the fitted maximal effect; on the % scale 0 is the no-effect control and ±100 the full control effect; nearly all actives have a fitted effect of over 20% in size
Target sequence (P02791 2-175 limits assumed): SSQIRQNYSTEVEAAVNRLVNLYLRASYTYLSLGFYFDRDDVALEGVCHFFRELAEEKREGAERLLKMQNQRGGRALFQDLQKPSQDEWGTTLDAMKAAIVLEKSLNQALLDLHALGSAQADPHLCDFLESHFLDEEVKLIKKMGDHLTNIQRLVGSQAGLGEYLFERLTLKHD
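Steps: apoferritin (10 uM) was premixed with half-saturated 1-AMA in PBS, compounds were pin-transferred, plates stood 10 min at room temperature, fluorescence was read at 380/535 nm, and curves were fitted with a Hill equation.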
LDHA block: LDHA (human) enzyme inhibition | purified LDHA, NADH/diaphorase-resazurin fluorescence; stronger effect = lower value | activity change, % (values are at about 110 or 230 µM) | actives 0.15% (n = 480,000) | AID 1347041; in the data active means activity change below about -30%; inconclusive means mostly about -25% to -30%;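 further: plate controls were DMSO wells for no effect and wells without enzyme for full effect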
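Remaining NADH was detected by diaphorase (0.133 mg/mL) converting 37 µM resazurin to fluorescent resorufin, read at 0 and 20 minutes. The preceding 5-minute room-temperature reaction used 2 nM LDHA, 0.2 mM sodium pyruvate and 0.06 mM NADH at pH 7.4.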
POLH inh: DNA polymerase eta (human) inhibition; Q9Y253; recombinant Pol eta, fluorescent DNA replication assay; AID 588591; actives 1.2% (n = 390,000); Potency, µM (doses to about 114 µM), for the others: at the highest dose activity change, negative = inhibition, hits mostly inhibitors; further: potency means the concentration at half of the fitted maximal effect; on the % scale 0 is the no-effect control and ±100 the full control effect
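Fluorescent replication assay: 50 nM final substrate added after a 15 min room-temperature compound preincubation with 10 nM enzyme. Signal taken at 0 min and again at 10 min.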
GRP78 ERSR act: induces the endoplasmic reticulum stress response in human glioma cells | U87-MG GRP78 promoter luciferase reporter, 16 h | Potency, µM, without a hit: at the highest dose activation, usual class: activators | actives 0.02% (n = 420,000); further: potency means the concentration at half of the fitted maximal effect; series mostly up to about 76 µM; % of control where 0% means no effect; nearly all actives have a fitted effect of over 35% in size
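ERSR induction read as luciferase luminescence (Bright-Glo, 10 min at room temperature) in stably transfected human U87-MG glioma cells exposed to compounds for 16 h, using GRP78 as sensor.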
Pol iota inh: DNA polymerase iota (human) inhibition; AID 588590; Potency, µM (titrated, usually from 115 µM), without a hit: at the top dose activity, negative = inhibition, actives largely listed as inhibitors; Q9UNA4; Pol iota fluorescent replication assay, 10 min; actives 1% (n = 390,000); further: potency means the concentration at half of the fitted maximal effect
Target sequence (Q9UNA4 whole entry, looked up): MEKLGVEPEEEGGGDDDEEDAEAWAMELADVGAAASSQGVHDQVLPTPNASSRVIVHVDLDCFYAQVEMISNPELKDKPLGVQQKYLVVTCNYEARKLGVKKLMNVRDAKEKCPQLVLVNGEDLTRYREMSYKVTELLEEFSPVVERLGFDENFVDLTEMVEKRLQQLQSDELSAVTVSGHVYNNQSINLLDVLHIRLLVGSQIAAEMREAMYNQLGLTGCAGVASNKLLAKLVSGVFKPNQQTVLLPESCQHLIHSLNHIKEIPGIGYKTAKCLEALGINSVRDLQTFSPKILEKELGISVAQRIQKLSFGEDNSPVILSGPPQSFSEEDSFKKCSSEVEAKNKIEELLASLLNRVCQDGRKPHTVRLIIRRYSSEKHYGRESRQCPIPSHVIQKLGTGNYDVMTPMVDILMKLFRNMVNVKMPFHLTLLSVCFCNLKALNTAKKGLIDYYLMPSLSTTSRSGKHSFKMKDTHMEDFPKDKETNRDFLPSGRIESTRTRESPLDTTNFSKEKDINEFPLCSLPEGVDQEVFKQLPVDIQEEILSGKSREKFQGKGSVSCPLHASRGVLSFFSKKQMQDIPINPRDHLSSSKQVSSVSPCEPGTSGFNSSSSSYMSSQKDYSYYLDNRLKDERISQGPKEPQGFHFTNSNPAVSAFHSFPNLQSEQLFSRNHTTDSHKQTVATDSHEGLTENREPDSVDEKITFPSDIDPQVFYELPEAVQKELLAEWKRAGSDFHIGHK
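Fluorescent replication assay read twice, at 0 min and 10 min after adding 50 nM (final) substrate. Enzyme (10 nM) and compounds were first incubated 15 min at room temperature; enzyme-free buffer wells were negative controls.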
BLM inh: inhibitors of human Bloom syndrome helicase BLM. recombinant BLM DNA unwinding, fluorescence dequenching. actives 0.2% (n = 350,000). P54132. Potency, µM (top dose mostly 56.1 µM), inactives show at the top dose activity change, negative = inhibition, actives largely listed as inhibitors;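 further: potency means the concentration at half of the fitted maximal effect; plate controls were vehicle for no effect and no enzyme for full effect; nearly all actives have a fitted effect of over 35% in size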
POLB inh: inhibitors of human DNA polymerase beta | P06746 | Pol beta primer extension/strand displacement, fluorescence kinetic | Potency, µM (series often up to 114 µM), inactives show at the top dose activity change, negative = inhibition, hits mostly inhibitors | actives 1.3% (n = 340,000) | AID 485314; further: potency means the concentration at half of the fitted maximal effect; on the % scale 0 is the no-effect control and ±100 the full control effect
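Pol beta (10 nM) and compounds were preincubated 15 min at room temperature, then 50 nM substrate (final) started primer extension/strand displacement. Reads were taken at 0 and 10 min; concentration-response data were fitted to a four-parameter Hill equation.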
APE1 inh: inhibitors of human APE1 endonuclease; recombinant APE1, TAMRA/BHQ-2 abasic DNA cleavage fluorescence; Potency, µM (series often up to 65.8 µM), for the others: at the highest dose activity change, negative = inhibition, hits mostly inhibitors; actives 0.35% (n = 350,000);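 further: potency means the concentration at half of the fitted maximal effect; plate controls were vehicle for no effect and reference inhibitor for full effect; nearly all actives have a fitted effect of over 55% in size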
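Endonuclease cleavage of a quenched abasic-site DNA duplex (50 nM) by APE1 (0.75 nM) was tracked by TAMRA dequenching. Compounds were preincubated with enzyme 15 min at room temperature; data normalized to buffer-only and DMSO wells plus NSC13755 control.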
Pol kappa inh: inhibitors of human DNA polymerase kappa | Q9UBT6 | purified Pol kappa, fluorescent DNA synthesis assay, 10 min | Potency, µM (titrated, usually from 107 µM), for inactives: at the top dose activity, negative = inhibition, usual class: inhibitors | actives 0.53% (n = 400,000); further: potency means the concentration at half of the fitted maximal effect; on the % scale 0 is the no-effect control and ±100 the full control effect
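Here, compound and 10 nM enzyme are combined for 15 min at room temperature; adding 50 nM substrate (final) starts DNA synthesis, tracked by fluorescence at 0 and 10 min against buffer-only wells.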
Active calls of the source: *; ? = inconclusive; . = no result given; & = joins results of further samples; [ ] = another dose, or the depositor's remark. Unless noted, the call rests on the fitted dose curve; in most records, active means well fitted curve in the direction sought with a large enough effect; inconclusive means small, poorly fitted or top-dose-only effect, or another doubt; inactive means no such curve, though single readings can be large; an effect the other way counts as inactive or inconclusive. This is a subset; count on the stated rates, not on these rows.

SMILES	Anesthetic bind	LDHA block	POLH inh	GRP78 ERSR act	Pol iota inh	BLM inh	POLB inh	APE1 inh	Pol kappa inh
Cc1ccc(S(=O)(=O)N2CCOCC2)cc1NC(=O)c1cc2c(s1)CCC2	-9.2%	3.8	-16.6%	0.1%	13.6%	-5.6%	-13.0%	-3.0%	-1.1%
CN(c1ccccc1)S(=O)(=O)c1ccc(C(=O)NCc2cccs2)cc1	-15.6%	1.7	-1.1%	-3.1%	-13.7%	-3.8%	28.0%	5.7%	4.7%
FC(F)Sc1ccc(Nc2ncnc3nc[nH]c23)cc1	-10.1%	-9.7	-1.5%	11.0%	-10.3%[58.9 µM]	-2.4%	-26.0%	-2.2%	-12.1%
CC[C@H](C)[C@H](NC(=O)c1ccccc1)C(=O)Nc1ccc(S(=O)(=O)Nc2cc(C)nc(C)n2)cc1	2.6%	-2.6	-17.5%	-4.4%	10.4%	1.2%	-25.4%	?	5.9%
O=C(CCNS(=O)(=O)c1cccc(C(F)(F)F)c1)NCc1ccco1	.	-6.3	-9.2%	-3.1%	5.4%	.	.	-4.6%	-5.9%
C/C(=N/NC(=O)c1cc(-c2ccc(Br)s2)[nH]n1)c1ccco1	?	-7.8	-3.4%	4.4%	24.9%	-1.8%	?	-3.7%	-16.2%
O=C(c1ccc(CNS(=O)(=O)c2ccccc2)cc1)N1CCN(Cc2ccccc2)CC1	-22.0%	2.6	-17.0%	-5.2%	22.3%	-2.8%	0.3%	1.2%	-3.2%
O=C(c1c[nH]c(=O)n(-c2ccccc2)c1=O)N1CCc2ccccc21	-4.8%	-14.7	-0.8%	-6.2%	15.8%	0.5%	-19.4%	-7.6%	-5.0%
CCc1ccc(-n2c(=S)sc3c(=O)n(-c4ccccc4OC)c(=S)[nH]c32)cc1	-4.5%	-1.2	-20.1%	-3.2%	21.7%	-0.1%	4.3%	7.9%	-0.3%
Cc1ccccc1NC(=O)c1csc2c1CCCC2	-7.2%	-10.3	-15.9%	3.5%	-20.1%	-4.2%	?	-0.3%	-13.4%
O=S(=O)(NCc1ccccn1)c1ccc(Cl)s1	-23.5%	-0.8	0.6%	-3.8%	14.2%	-3.0%	12.2%	6.4%	-5.6%
Cc1cc(C(=O)Nc2c(C)n(C)n(-c3ccccc3)c2=O)cs1	-0.4%	2.9	-9.8%	-4.6%	6.8%	-1.9%	-18.6%	7.8%	-23.5%
O=C(CCn1c(=O)c2ccccc2n(CC(=O)N2CCN(c3ccccc3)CC2)c1=O)NCc1ccco1	-6.4%	-8.8	-18.1%	-3.5%	76.9%[activator]	-1.2%	?	-3.4%	3.7%
COc1ccc(NC(=O)CN(C)C(=O)CCc2ccccc2)cc1	-8.2%	0.8	-21.3%	0.8%	18.9%	-0.7%	17.3%	24.6%	9.0%
Cc1ccccc1C(=O)Nc1c(C)[nH]c(=O)[nH]c1=O	0.5%	-3.3	-20.0%	-7.7%	56.8%[activator]	-0.9%	3.8%	4.3%	2.4%

Entries of single compounds from above.
O=C(c1c[nH]c(=O)n(-c2ccccc2)c1=O)N1CCc2ccccc21 reads Anesthetic bind: -4.8%; LDHA block: -14.7; POLH inh: -0.8%; GRP78 ERSR act: -6.2%; Pol iota inh: 15.8%; BLM inh: 0.5%; POLB inh: -19.4%; APE1 inh: -7.6%; Pol kappa inh: -5.0%
O=C(CCn1c(=O)c2ccccc2n(CC(=O)N2CCN(c3ccccc3)CC2)c1=O)NCc1ccco1 reads Anesthetic bind: -6.4%; LDHA block: -8.8; POLH inh: -18.1%; GRP78 ERSR act: -3.5%; Pol iota inh: 76.9%[activator]; BLM inh: -1.2%; POLB inh: ?; APE1 inh: -3.4%; Pol kappa inh: 3.7%

The list continues.
SMILES	Anesthetic bind	LDHA block	POLH inh	GRP78 ERSR act	Pol iota inh	BLM inh	POLB inh	APE1 inh	Pol kappa inh
CN(CCc1ccccn1)C(=O)CCC1CCCN(C(=O)c2c(F)ccc(F)c2F)C1 (stereo unspecified)	-2.2%	-8.6	-15.4%	-3.1%	26.3%	1.8%	23.9%	-10.7%	-5.8%
CCN(CC)CCNS(=O)(=O)c1ccc(OC)c(Br)c1	-13.8%	?	-2.9%	1.7%	8.8%	-0.4%	2.7%	3.6%	-3.0%
COc1cc(N(C)C)c([N+](=O)[O-])cc1C(=O)N1CCOCC1	-4.6%	-8.1	-15.2%	-5.2%	95.3%[activator]	-0.5%	1.4%	7.3%	-6.5%
COc1ccc(C(CNC(=O)c2cc3ccccc3o2)N2CCCC2)cc1 (stereo unspecified)	.	0.3	0.5%	0.7%	21.6%	.	.	0.3%	-1.0%
CCOC(=O)N1CCN(c2ccc(S(=O)(=O)N3CCOCC3)cc2[N+](=O)[O-])CC1	.	-1.6	-8.2%	-1.7%	22.2%	.	.	27.1%	-4.3%
COc1ccc(/C=C/c2onc(C)c2S(=O)(=O)N2CCC(C(=O)N3CCCCC3)CC2)cc1	2.8%	-9.0	-13.4%	-1.9%	22.7%	-5.0%	?	.	-12.1%[60.1 µM]
CCOc1ccc(S(=O)(=O)N2CCC(C(=O)N3CCOCC3)CC2)cc1Cl	-2.2%	-3.7	-22.1%	-3.9%	56.9%[activator]	-3.4%	1.8%	5.5%	-2.4%
Cc1nc(-c2ccc([N+](=O)[O-])cc2)sc1C(=O)O	-10.3%	-7.4	-3.1%	1.3%	38.0%[activator]	-1.9%	7.4%	1.8%	-15.7%
Nc1ccccc1-c1nnc(-c2ccccc2N)n1N	-20.8%	-0.4	1.8%	6.0%	8.8%	-3.3%	5.6%	9.2%	-19.3%
CCn1c(CN2CCN(C)CC2)nc2cc(NC(=O)c3ccc([N+](=O)[O-])cc3)ccc21	-3.1%	3.9	-16.4%	-0.1%	35.1%[activator]	1.7%	-25.8%	.	-3.7%
CCN(CC)S(=O)(=O)c1ccc(NC(=O)[C@H](CSCc2ccccc2)N2Cc3ccccc3C2=O)cc1	106.8%[activator]	-6.7	-3.5%	-0.2%	26.7%	-7.9%	6.5%	.	-12.7%
Cc1cc(C(=O)Cn2cc([N+](=O)[O-])ccc2=O)c(C)n1CC1CCCO1 (stereo unspecified)	.	-3.2	-13.7%	-3.0%	33.0%[activator]	.	.	25.5%	-20.1%
CSC1=NCCN1S(=O)(=O)c1ccc(Cl)cc1	-2.7%	-14.4	-20.8%	-4.6%	45.4%[activator]	-9.3%	-13.2%	1.0%	-2.7%
Cc1ccc(N2CCN(C(=O)c3c(C)oc4ncnc(N5CCOCC5)c34)CC2)c(C)c1	-9.8%	-4.6&-0.8	-13.4%	-5.1%	1.9%	3.3%	-0.7%	.	-4.2%
Cc1cc(OCC(=O)NCC2(N3CCN(C)CC3)CCCCC2)cc(C)c1Cl	-4.0%	-2.2	.	.	?	-0.2%	17.6%	.	0.0%
CC1CCCC(C)N1C(=O)c1ccc2c(c1)S(=O)(=O)c1ccccc1C2=O (stereo unspecified)	2.6%	-6.2	-14.0%	0.5%	37.0%[activator]	-4.5%	30.7%	-3.9%	-20.2%
Cc1cc(C(=O)COc2ccccc2C(N)=O)c(C)n1C	3.6%	-5.9	-10.7%	-6.1%	182.3%[activator]	4.8%	3.7%	1.2%	-5.8%
CCCCS(=O)(=O)/C=C\C=C/S(=O)(=O)CCCC	-3.0%	-5.8	?	-15.2%	?	-2.3%	?	?	-12.0%
CCN(CC)C(=O)Cn1cc(S(=O)(=O)CC(=O)Nc2ccc(F)cc2F)c2ccccc21	-7.6%	-4.5	-6.1%	-2.8%	3.4%	-4.1%	?	-14.3%	-9.9%
Cc1cccc(N2CCN(Cc3ccc([N+](=O)[O-])o3)CC2)c1C	-13.1%	-2.5	-13.3%	-2.0%	39.2%[activator]	-2.8%	19.1%	9.6%	7.4%
Cc1ccc(S(=O)(=O)N2CCC(C(=O)NCCCN3CCOCC3)CC2)cc1C	.	-6.9	-7.5%	-2.4%	30.1%[activator]	.	.	-1.3%	2.1%
COCCCNCC(O)COc1cccc2[nH]c(C)cc12 (stereo unspecified)	-3.1%	-2.4	-17.6%	-4.1%	46.9%[activator]	0.2%	-4.4%	-1.4%	-15.1%
Cc1c(C)n(Cc2ccccc2)c2ccc(C(=O)N3CCN(c4ccccc4)CC3)cc12	-2.9%	-4.7	-8.3%	-3.1%	-2.2%	-11.2%	-27.7%	.	-25.1%
O=C(Nc1nnc(Cc2ccc(Cl)cc2)s1)C1CCN(C(=O)c2ccco2)CC1	.	-1.7	.	-2.9%	3.8%	.	.	.	7.5%
COc1ccc(N2CCN(S(=O)(=O)CC34CCC(CC3=O)C4(C)C)CC2)cc1 (stereo unspecified)	-9.6%	1.2	5.6%	-1.1%	1.0%	-3.7%	3.7%	-0.8%	5.1%
COc1cccc(NC(=O)Cn2c(=O)n(CCCCC(=O)NCCc3ccccc3)c(=O)c3ccccc32)c1	-2.0%	-11.0	0.3%	-3.2%	-19.1%	-5.8%	0.6%	.	1.3%
Cc1ccc(S(=O)(=O)C(C#N)c2nc3ccccc3nc2N2CCCCC2)cc1 (stereo unspecified)	-0.4%	.	.	.	.	-5.6%	?	-8.4%	.
CS(=O)(=O)Nc1ccccc1C(=O)NC1CC2CCC1C2 (stereo unspecified)	7.0%	-5.9	-5.7%	-2.2%	16.3%	-3.1%	4.7%	-0.6%	-9.8%
O=C1NC[C@H](Cc2ccccc2)N(CC2CCN(CCC34CC5CC(CC(C5)C3)C4)CC2)C1=O	.	-10.6	-1.3%	-2.7%	-14.0%	.	.	.	-1.6%
CC(=O)Nc1ccc(/C=C/C(=O)c2ccccc2)cc1	66.7%[activator]	.	.	.	.	-4.1%	46.7%	10.6%	.
O=S(=O)(c1ccc(S(=O)(=O)N2CCOCC2)cc1)N1CCCC1	-7.8%	-17.7	-16.0%	-0.6%	27.2%	-8.4%	?	22.0%	-10.8%

Screening data: PubChem, National Center for Advancing Translational Sciences (NCATS)
